Source: PubChem BioAssay
Pf growth 48h: inhibits P. falciparum growth in the first generation, 48 h. P. falciparum luciferase growth in erythrocytes, 48 h. Potency, µM (series often up to 28.7 µM), for inactives: top-dose activity change, negative = inhibition, hits mostly inhibitors. 310,000 tested, 5.9% active. AID 504832; also: potency is read from the fitted curve at half-maximal effect; % is scaled to controls: 0 for no effect and ±100 for the full control effect
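Compounds are pin-transferred into medium, infected erythrocytes (2% hematocrit, 0.1% parasitemia final) are added, and plates sit one parasite generation at 37 C in 5% CO2. Detection reagent is then added and luminescence measured.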
CHX counter: counter-screen hit for Shiga toxin inhibitors, cycloheximide; max response, %; cell reporter, cycloheximide protein synthesis inhibition counterscreen; 300,000 tested, 12% active; in the data active = max response mostly above about 13%, no sharp cut-off; inactive = mostly below about 14%; also: read at 38.3 µM for the half of the compounds with a filed dose; 0% is about no effect
AmpC no deterg: AmpC beta-lactamase inhibition without detergent; AID 485341; 330,000 tested, 0.52% active; Potency, µM (doses to about 57.1 µM), for inactives: top-dose activity change, negative = inhibition, most hits filed as inhibitors; P00811; AmpC nitrocefin hydrolysis, absorbance 480 nm, 0.0001% Triton;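 also: potency is read from the fitted curve at half-maximal effect; plate controls were no compound for no effect and no enzyme for full effect; nearly all actives have a fitted effect of over 20% in size; some results filed as inactive show a strong effect at the top dose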
Target sequence (P00811 whole entry, looked up): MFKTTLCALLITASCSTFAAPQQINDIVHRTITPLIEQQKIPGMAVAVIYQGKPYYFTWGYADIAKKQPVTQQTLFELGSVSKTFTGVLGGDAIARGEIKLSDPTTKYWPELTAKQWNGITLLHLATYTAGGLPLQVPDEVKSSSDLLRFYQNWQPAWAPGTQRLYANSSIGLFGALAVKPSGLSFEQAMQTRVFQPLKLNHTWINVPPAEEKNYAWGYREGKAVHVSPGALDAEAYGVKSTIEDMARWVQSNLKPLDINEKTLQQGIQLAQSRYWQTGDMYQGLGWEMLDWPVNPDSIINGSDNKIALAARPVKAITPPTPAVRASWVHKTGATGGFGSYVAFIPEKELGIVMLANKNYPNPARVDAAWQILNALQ
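20 mM phosphate pH 7.0 + 0.01% (detergent screen) or 0.0001% Triton X-100; 5.3 nM AmpC reagent; cpd preinc 15 min RT; nitrocefin (800 uM stock) to start; A480 q20 s × 4 min; Activity was normalised to no-enzyme and no-compound control wells.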
Shiga toxin inh: inhibitors of Shiga toxin in Vero cells | Vero cells, Shiga toxin protein synthesis inhibition reporter | inhibition, % at 38.7 µM | 290,000 tested, 9.2% active | AID 2315; in the data active = inhibition mostly above about 28%, no sharp cut-off; inactive = mostly below about 43%; also: 0% is about no effect
LmPK inh: blocks Leishmania mexicana pyruvate kinase activity; Q27686; purified LmPK, Kinase-Glo ATP luminescence, 1 h; Potency, µM (top dose mostly 57.5 µM), without a hit: top-dose activity change, negative = inhibition, actives largely listed as inhibitors; 290,000 tested, 0.37% active; also: potency is read from the fitted curve at half-maximal effect; % is scaled to controls: 0 for no effect and ±100 for the full control effect
Target sequence (Q27686 whole entry, looked up): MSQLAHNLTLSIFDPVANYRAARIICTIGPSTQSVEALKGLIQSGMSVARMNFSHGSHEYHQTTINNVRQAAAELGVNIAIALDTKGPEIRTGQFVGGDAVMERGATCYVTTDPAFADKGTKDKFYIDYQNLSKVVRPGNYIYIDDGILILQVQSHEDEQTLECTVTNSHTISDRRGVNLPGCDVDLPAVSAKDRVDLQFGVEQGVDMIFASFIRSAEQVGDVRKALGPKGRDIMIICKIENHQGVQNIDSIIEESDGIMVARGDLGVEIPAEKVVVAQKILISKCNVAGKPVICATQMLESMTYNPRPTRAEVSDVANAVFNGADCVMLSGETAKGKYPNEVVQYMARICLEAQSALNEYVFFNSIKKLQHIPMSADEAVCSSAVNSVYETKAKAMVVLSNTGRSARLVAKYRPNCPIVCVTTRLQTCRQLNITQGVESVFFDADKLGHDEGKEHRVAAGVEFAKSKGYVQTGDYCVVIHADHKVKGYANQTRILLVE
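Pyruvate kinase activity monitored as ATP production (luciferase luminescence). Conditions: 0.1 nM enzyme, 0.5 mM PEP, 0.1 mM ADP, 1 h, RT; normalized against uninhibited and no-enzyme wells.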
Pf growth 96h: P. falciparum growth inhibition at 96 hours. P. falciparum luciferase reporter growth, 96 h. Potency, µM (highest dose often 28.7 µM), inactives show top-dose activity change, negative = inhibition, usual class: inhibitors. 320,000 tested, 6.9% active. AID 504834; also: potency is read from the fitted curve at half-maximal effect; % is scaled to controls: 0 for no effect and ±100 for the full control effect
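Luminescence readout: decreased luciferase signal marks inhibited growth of reporter-expressing P. falciparum in infected red cells (2% hematocrit, 0.05% parasitemia final), exposed to compound two generations (96 h, 37 C, 5% CO2).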
Tb PYK inh: T. brucei pyruvate kinase inhibition; TbPYK enzyme, Kinase-Glo Plus ATP luminescence, 45 min; Potency, µM (top dose mostly 76.8 µM), for the others: at the top dose activity, negative = inhibition, most hits filed as inhibitors; Q57TT1; 410,000 tested, 0.12% active; also: potency is read from the fitted curve at half-maximal effect; % is scaled to controls: 0 for no effect and ±100 for the full control effect; nearly all actives have a fitted effect of over 50% in size
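In this concentration-response screen, enzyme-free wells defined baseline while DMSO plates tracked drift. Each reaction combined TbPYK, substrate, compound and 130 uM ADP for 45 min at room temperature. Kinase-Glo Plus luminescence gave the signal.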
* = called active by the depositor; ? = inconclusive; · = no result given; [ ] = dose if it differs, or a comment. Unless noted, calls follow the shape of the dose curve; as a rule, active = well fitted curve in the direction sought with a large enough effect; inconclusive = small, poorly fitted or top-dose-only effect, or another doubt; inactive = no such curve, though single readings can be large; an effect the other way counts as inactive or inconclusive.

SMILES	Pf growth 48h	CHX counter	AmpC no deterg	Shiga toxin inh	LmPK inh	Pf growth 96h	Tb PYK inh
COc1ccccc1-c1cc(C(=O)N2CCN(c3ccc(F)cc3)CC2)no1	35%[activator]	1	-9%	36	1%	8.3µM*	-1%
c1ccc(SCc2cn(C[C@H]3CC[C@@H]([C@@H]4CC[C@H](Cn5cc(CSc6ccccc6)nn5)O4)O3)nn2)cc1	-15%	1	148%[activator]	-6	-2%	15µM*	-5%
COc1ccc(C(C(=O)NC2CCCCC2)N(C(=O)c2snc(C(N)=O)c2N)c2ccccc2OC)cc1 (stereo not drawn)	15µM*	-4	22%	-17	5%	20%	-1%
O=C(c1ccco1)N1CCN(S(=O)(=O)c2ccc3[nH]c(=O)oc3c2)CC1	2%	1	-30%	-11	13%	?	-7%
Cc1ccccc1-n1c(O)c(C=Nc2ccc3c(c2)OCO3)c(=O)[nH]c1=O	·	-2	-31%	-10	4%	40%[activator]	5%
C=C(C)C1CC=C(C)/C(=N/NC(=O)c2ccc(NC(=O)CC)cc2)C1 (stereo not drawn)	16%	4	-7%	-30	0%	·	-4%
CC(=O)C1[C@H](N(C)C)CC2C3CC=C4CC(O)CC[C@]4(C)C3CC[C@@]21C (stereo partly drawn)	15%	-2	-18%	-8	-5%	18%	3%
Cn1c(=O)c2c(nc(CN3CCN(c4ccccc4)CC3)n2Cc2ccccc2Cl)n(C)c1=O	6.6µM*	3	17%	15	4%	?	1%
CC(C)n1nc(C(=O)OCC(=O)N2CC(=O)Nc3ccccc32)c2ccccc2c1=O	115%[activator]	2	1%	-3	1%	?	-5%
C/C(=N\NC(=O)COc1ccccc1[N+](=O)[O-])c1cccc(NC(=O)c2ccncc2)c1	?	8	175%[activator]	6	1%	?	-5%
COC(=O)c1nc(-c2ccc3c(n2)C(=O)C(N)=C(OC)C3=O)c(N)c(-c2ccc(OC)c(OC)c2O)c1C	0.093µM*	11	-11%	-7	-8%	?	0%
COc1ccc(-c2cc3c(=O)n(CC(=O)N4CCCC4)ncn3n2)cc1	39%[activator]	-2	-7%	11	-15%	?	5%
COC(=O)c1c(NC(=O)/C=C/C(=O)O)sc(C)c1-c1ccc(C(C)C)cc1	?	-4	-21%	18	-1%	-5%	6%
CCCN1CCc2c(sc(NC(=O)CCS(=O)(=O)c3ccccc3)c2C(N)=O)C1	?	6	-13%	10	1%	?	6%
Cc1ccc(-n2nc3c(c2NC(=O)c2ccc4c(c2)OCO4)CSC3)cc1	-26%	1	-24%	-1	-7%	56%[activator]	-4%
O=C(COC(=O)C1CCN(c2ccc(C(F)(F)F)cn2)CC1)NC1CCCCC1	3%	·	78%[activator]	·	·	16%	2%
CN1CCN(C(=O)Nc2ccccc2CC[N+](=O)[O-])CC1	-10%	15	-9%	20	-3%	-1%	-1%
CC(=O)c1ccc(N2CC(C)(C)C2=O)cc1	22%	2	-8%	15	-1%	35%[activator]	1%
COc1ccc(CN(C)S(=O)(=O)c2nnc(NC(=O)c3ccccc3OC)s2)cc1OC	-20%	11	20%	12	3%	3%	-5%
COc1ccc(/C=c2\sc3nc(-c4ccccc4)c(-c4ccccc4)n3c2=O)cc1OC	?	9	-45%	12	-22%	?	?
COc1cccc(NC(=O)COC(=O)CNS(=O)(=O)c2c(F)cccc2F)c1	6%	10	-28%	-9	4%	?	-6%
Cc1[nH]c2ccccc2c1C(=O)C(C)OC(=O)c1ccccc1NCCO (stereo not drawn)	?	·	28µM*	·	·	?	-1%
COc1ccc(S(=O)(=O)CC(=O)c2cc(C)c(O)c(C)c2)cc1	-5%	1	-51%	7	-2%	-15%	-4%
Cc1ccc(Nc2nc(N)nc(CCl)n2)cc1	?	75*	-27%	96*	-12%	?	-1%
O=C(CCC(=O)Nc1ccc(F)cc1)N/N=C/c1ccccc1	4%	0	-12%	4	0%	1.5µM*	0%
O=C(NC1CCCCC1)C1CCCN(S(=O)(=O)c2cccs2)C1 (stereo not drawn)	?	-2	-2%	-14	8%	·	-4%
COc1ccccc1Nc1nc(N)nc(CN2CCC(Cc3ccccc3)CC2)n1	?	-1	162%[activator]	2	5%	12%	-5%
CCCCC(=O)Nc1ccc(C(=O)N(CC)c2ccccc2C)cc1	?	-3	-8%[2.29 µM]	-7	1%	?	-1%
CCOc1ccc(S(=O)(=O)N2CCCCC2)cc1NS(=O)(=O)c1cccs1	?	·	-46%	·	·	?	3%
CCc1ccc(C(=O)c2cc3ccc(O)cc3oc2=O)cc1	-45%[0.00184 µM]	-2	-34%	52	-2%	?	-1%

12 entries out of the list, sorted by SMILES length, low to high:
SMILES	Pf growth 48h	CHX counter	AmpC no deterg	Shiga toxin inh	LmPK inh	Pf growth 96h	Tb PYK inh
Cc1ccc(Nc2nc(N)nc(CCl)n2)cc1	?	75*	-27%	96*	-12%	?	-1%
CC(=O)c1ccc(N2CC(C)(C)C2=O)cc1	22%	2	-8%	15	-1%	35%[activator]	1%
CCc1ccc(C(=O)c2cc3ccc(O)cc3oc2=O)cc1	-45%[0.00184 µM]	-2	-34%	52	-2%	?	-1%
O=C(CCC(=O)Nc1ccc(F)cc1)N/N=C/c1ccccc1	4%	0	-12%	4	0%	1.5µM*	0%
CCCCC(=O)Nc1ccc(C(=O)N(CC)c2ccccc2C)cc1	?	-3	-8%[2.29 µM]	-7	1%	?	-1%
O=C(NC1CCCCC1)C1CCCN(S(=O)(=O)c2cccs2)C1 (stereo not drawn)	?	-2	-2%	-14	8%	·	-4%
COc1ccc(S(=O)(=O)CC(=O)c2cc(C)c(O)c(C)c2)cc1	-5%	1	-51%	7	-2%	-15%	-4%
CCOc1ccc(S(=O)(=O)N2CCCCC2)cc1NS(=O)(=O)c1cccs1	?	·	-46%	·	·	?	3%
COc1cccc(NC(=O)COC(=O)CNS(=O)(=O)c2c(F)cccc2F)c1	6%	10	-28%	-9	4%	?	-6%
O=C(COC(=O)C1CCN(c2ccc(C(F)(F)F)cn2)CC1)NC1CCCCC1	3%	·	78%[activator]	·	·	16%	2%
COc1ccc(CN(C)S(=O)(=O)c2nnc(NC(=O)c3ccccc3OC)s2)cc1OC	-20%	11	20%	12	3%	3%	-5%
COc1ccc(/C=c2\sc3nc(-c4ccccc4)c(-c4ccccc4)n3c2=O)cc1OC	?	9	-45%	12	-22%	?	?

Further structures.
SMILES	Pf growth 48h	CHX counter	AmpC no deterg	Shiga toxin inh	LmPK inh	Pf growth 96h	Tb PYK inh
Oc1ccc(-c2[nH]ncc2-c2ccc(Br)cc2)c(O)c1	?	-1	-46%	3	4%	?	-3%
C/C=C1\COC(C(=O)NCc2ccccc2)(C(F)(F)F)C=C1C=C1CCCCC1 (stereo not drawn)	·	9	·	21	·	·	-1%
COc1ccc(N2CCN(C(=O)CN3C(=O)NC(C)(C4CC4)C3=O)CC2)cc1 (stereo not drawn)	?	·	-19%	·	·	-23%	5%
Cc1ccc(C)c(OCC(=O)Nc2c(C)n(C)n(-c3ccccc3)c2=O)c1	-27%	·	26%	·	·	-17%	-6%
Cc1ccc(C2C=C(c3ccccc3)Nc3nc(N4C(=O)CCC4=O)nn32)cc1 (stereo not drawn)	14%	1	-7%[2.29 µM]	26	3%	6%	-11%
CN(C)S(=O)(=O)c1cccc(C(=O)Nc2ccccc2[N+](=O)[O-])c1	41%[activator]	18*	-28%	51*	1%	-5%	10%
CCOc1ccc(C(=O)Nc2cnn(Cc3ccc(Cl)c(Cl)c3)c2)cc1	-3%	-1	-34%	6	6%	?	-4%
O=C(NC12CC3CC(CC(C3)C1)C2)N1CCC(n2nnc3ccccc32)CC1	?	-3	-17%	-11	0%	9.3µM*	-9%
C=CCNC(=O)c1ccc(CNS(=O)(=O)c2ccc(NC(C)=O)cc2)cc1	-4%	8	-13%	-8	-2%	·	6%
COc1cc(C(=O)/C=C/c2cccnc2)ccc1O	0%	16*	-13%	27	-7%	0%	-7%
Cc1onc(-c2ccccc2)c1C(=O)OCC(=O)N1CCC(C)CC1	?	·	1%	·	·	-23%	-3%
CC(C)(C)c1ccc(C2SCC(=O)N2c2cccc(C(=O)O)c2)cc1 (stereo not drawn)	10%	11	-16%	8	0%	?	3%
COC(=O)CSc1nnc(NC(=O)/C=C\c2ccc3c(c2)OCO3)s1	26%	-3	-29%	-3	-4%	22%	-5%
COc1ccccc1OCc1nnc(SCC(=O)Nc2ccc(N3CCOCC3)cc2)n1C	-4%	8	25%	-4	-2%	-1%	-2%
O=C(NN1C(=O)/C(=C/C=C/c2ccco2)SC1=S)c1ccncc1	-62%	3	-33%	-12	-9%	14%	-23%
O=C(NC1CCCCC1)C(c1ccc(Cl)cc1)N(C(=O)c1ccccn1)c1cccnc1 (stereo not drawn)	11%	-2	-13%	17	-3%	-12%	·
CCOC(=O)N1CCC(N(CCN(C)C)C(=S)Nc2cccc(Cl)c2)CC1	-12%	-2	-11%	-15	-5%	-18%	3%
COc1ccc(-n2ccnc2SCC(=O)NO)cc1	1.3µM*	-5	-22%	-3	-3%[11.5 µM]	?	-2%
CCOc1cc(/C=C2/NC(=O)N(CC(=O)Nc3cccc(C)c3)C2=O)ccc1OC	20%	9	-29%	91	1%	-17%	-2%
O=C(NC12CC3CC(CC(C3)C1)C2)c1cccc([N+](=O)[O-])c1	-12%	0	-9%	-14	0%	-7%	-3%
C=CCOc1c(Cl)cc(CNCCC)cc1Cl	·	-7	-24%	-3	-1%	?	4%
CCOc1ccc(/C=C2\C(=O)c3ccccc3OC2c2ccccc2)cc1 (stereo not drawn)	?	0	-19%	-16	-5%	-41%	4%
CN(CC(=O)Nc1ccccc1C(F)(F)F)C(=O)CSCc1ccc(Cl)c(Cl)c1	16%	·	61%[activator]	·	·	11%	-1%
CCCC(=O)Nc1cc(C(=O)O)ccc1Sc1ccccc1	-4%	-2	-24%	46	3%[11.5 µM]	-14%	-3%
Cc1sc2ncnc(SCC(=O)NC(=O)NCc3ccco3)c2c1C	44%[activator]	-2	?	23	0%	-20%	-1%
O=C(O)CC(=O)Nc1ccccc1	·	2	-14%	-10	6%	2%	5%
COC(=O)C1=NN(c2ccc(C)cc2)C2(S1)SC(C(C)=O)=C(C)N2c1ccccc1 (stereo not drawn)	10µM*	1	-16%	-11	8%	·	-1%
O=c1[nH]cnc2c1nnn2Cc1ccccc1	7%	-5	-3%	-5	2%	4%	-2%
Nc1c(C(=O)O)cnn1-c1ccc([N+](=O)[O-])cc1	14%	-3	-3%	-17	6%	17%	-2%
CC1CC(C)(C)NC(=S)N1CC(=O)N1CCN(Cc2ccc3c(c2)OCO3)CC1 (stereo not drawn)	0%	-1	-7%	-13	-1%	2%	2%

Individual results from the entries so far:
COC(=O)C1=NN(c2ccc(C)cc2)C2(S1)SC(C(C)=O)=C(C)N2c1ccccc1 (stereo not drawn) in Tb PYK inh has -1%
O=C(O)CC(=O)Nc1ccccc1 in AmpC no deterg has -14%
